# HP1b chromo inh = inhibitors of HP1-beta chromodomain binding to methylated histone tails; P83916; Potency, µM (highest dose often 114 µM), inactives show top-dose activity change, negative = inhibition, actives largely listed as inhibitors; AID 540317; 390,000 compounds, 0.56% hits; AlphaScreen HP1-beta / biotin-H3K9me3 peptide binding; note: nearly all actives have a fitted effect of over 70% in size; inactives centre near 23
# Target sequence (P83916 whole entry, looked up): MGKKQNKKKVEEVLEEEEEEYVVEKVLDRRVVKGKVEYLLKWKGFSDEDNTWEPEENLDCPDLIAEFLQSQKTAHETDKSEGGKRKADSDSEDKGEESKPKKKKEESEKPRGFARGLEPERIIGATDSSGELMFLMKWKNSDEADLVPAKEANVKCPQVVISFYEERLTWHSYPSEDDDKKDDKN
#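 Compound inhibition of the preformed complex between 50 nM HP1-beta and 50 nM biotinylated H3K9me3 peptide was read by AlphaScreen. Buffer was PBS pH 7.4 with 0.01% Tween-20. Incubations ran 30 min at room temperature, with 10 ug/mL donor/acceptor beads.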
# G9a block = blocks human histone lysine methyltransferase G9a; G9a H3K9 monomethylation, AlphaScreen, 2 h; Potency, µM (doses to about 102 µM), for the others: at the top dose activity, negative = inhibition, hits mostly inhibitors; 350,000 compounds, 8.8% hits; note: % is set by controls: 0 for no effect and ±100 for the full control effect; nearly all actives have a fitted effect of over 75% in size
# Target sequence (Q96KQ7 913-1193 limits assumed): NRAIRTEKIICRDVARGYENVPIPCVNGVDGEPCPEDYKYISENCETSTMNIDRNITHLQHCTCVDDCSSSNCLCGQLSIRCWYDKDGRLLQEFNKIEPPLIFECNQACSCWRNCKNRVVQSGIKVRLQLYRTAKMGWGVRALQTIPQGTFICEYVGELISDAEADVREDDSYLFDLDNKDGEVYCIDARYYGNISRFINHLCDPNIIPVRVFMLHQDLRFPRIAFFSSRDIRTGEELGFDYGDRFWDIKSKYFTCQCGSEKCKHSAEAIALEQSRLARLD
#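 Chemiluminescent proximity detection of H3K9 monomethylation, read after 10 min bead incubation in the dark. Reaction: 20 nM G9a, 500 nM biotin-H3K9 peptide, 20 uM SAM cofactor, 2 h, room temperature, following 15 min enzyme-compound preincubation.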
# BAZ2B inh = inhibitors of human BAZ2B bromodomain | Potency, µM (highest dose often 114 µM), without a hit: top-dose activity change, negative = inhibition, hits mostly inhibitors | AlphaScreen BAZ2B-H3K14Ac peptide displacement | Q9UIF8 | AID 504333 | 360,000 compounds, 4.4% hits; note: % is set by controls: 0 for no effect and ±100 for the full control effect; nearly all actives have a fitted effect of over 60% in size
#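 Multi-concentration screen (max 110 uM) measuring displacement of acetylated histone H3 peptide from BAZ2B by AlphaScreen, using 50 nM protein, 50 nM peptide and 10 ug/mL streptavidin donor plus Ni-chelate acceptor beads.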
# POLI inh = inhibitors of human DNA polymerase iota; Q9UNA4; Pol iota fluorescent replication assay, 10 min; Potency, µM (titrated, usually from 115 µM), without a hit: top-dose activity, negative = inhibition, usual class: inhibitors; 390,000 compounds, 1% hits
#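 Fluorescent replication assay read twice, at 0 min and 10 min after adding 50 nM (final) substrate. Enzyme (10 nM) and compounds were first incubated 15 min at room temperature; enzyme-free buffer wells were negative controls.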
# GLS inhibitor = inhibitors of human glutaminase (GLS); GLS enzymatic activity, qHTS titration; Potency, µM (doses to about 45.5 µM), for inactives: at the top dose activity change, negative = inhibition, actives largely listed as inhibitors; 410,000 compounds, 0.21% hits; note: % is set by controls: 0 for no effect and ±100 for the full control effect
#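 Read-out is an Amplex red fluorescence increase coupled through glutamate oxidase and HRP, measured before and after 30 min room-temperature incubation. hKGA is in 45 mM KH2PO4 (pH 8.2) with 0.02% Tween-20; glutamine added as 1mM solution.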
# Tb PGK inh = inhibitors of T. brucei phosphoglycerate kinase. P07378. PGK/GAPDH coupled, Kinase-Glo luminescence, 60 min. Potency, µM (top dose mostly 57.5 µM), inactives show at the highest dose activity change, negative = inhibition, actives largely listed as inhibitors. 380,000 compounds, 0.043% hits; note: % is set by controls: 0 for no effect and ±100 for the full control effect; nearly all actives have a fitted effect of over 60% in size
# Target sequence (P07378 whole entry, looked up): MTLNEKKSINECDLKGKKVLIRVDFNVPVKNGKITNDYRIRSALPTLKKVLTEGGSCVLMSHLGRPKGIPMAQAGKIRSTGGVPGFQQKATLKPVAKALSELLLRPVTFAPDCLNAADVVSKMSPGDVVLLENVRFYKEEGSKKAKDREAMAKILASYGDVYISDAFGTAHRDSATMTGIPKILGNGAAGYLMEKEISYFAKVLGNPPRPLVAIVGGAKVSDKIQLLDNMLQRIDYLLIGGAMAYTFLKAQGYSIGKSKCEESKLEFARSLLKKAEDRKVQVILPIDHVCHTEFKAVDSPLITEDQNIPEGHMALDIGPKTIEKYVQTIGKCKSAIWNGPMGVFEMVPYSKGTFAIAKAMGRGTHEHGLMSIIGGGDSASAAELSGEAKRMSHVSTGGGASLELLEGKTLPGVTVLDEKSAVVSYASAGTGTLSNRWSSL
#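 Recombinant glycosomal PGK reaction used 1,3-bisphosphoglycerate generated in-well by GAPDH (100nM final) in 100mM TEA pH 7.6, 5mM MgCl2, 0.01% Tween-20. After 60 minutes at room temperature, ATP was read by Kinase-Glo Plus luminescence end-point.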
# JMJD2A Tudor inh = inhibitors of human JMJD2A Tudor domain. AlphaScreen JMJD2A-Tudor / H3K4me3 peptide binding. 390,000 compounds, 4.4% hits. O75164. Potency, µM (doses to about 114 µM), inactives show at the highest dose activity change, negative = inhibition, usual class: inhibitors; note: % is set by controls: 0 for no effect and ±100 for the full control effect; nearly all actives have a fitted effect of over 50% in size
# Pin1 inhibitor = human Pin1 inhibition; Potency, µM (highest dose often 115 µM), without a hit: at the highest dose activity, negative = inhibition, usual class: inhibitors; Q13526; Pin1 FP peptide displacement, HiFluor488, 10 min; 390,000 compounds, 0.009% hits; active = well fitted inhibition curve with a large enough effect in the polarisation, with a control signal flat, not every such curve was filed as active; inconclusive = small, poorly fitted or top-dose-only effect, or effect the other way, or a change in a side signal; inactive = no such curve, though single readings can be large or run the other way; the % refers to the polarisation; note: % is set by controls: 0 for no effect and ±100 for the full control effect
# Target sequence (Q13526 whole entry, looked up): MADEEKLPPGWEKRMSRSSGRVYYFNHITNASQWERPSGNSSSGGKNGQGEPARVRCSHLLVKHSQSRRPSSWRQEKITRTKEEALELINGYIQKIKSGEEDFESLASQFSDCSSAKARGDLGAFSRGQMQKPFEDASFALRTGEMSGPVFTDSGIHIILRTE
# BLM helicase inh = inhibitors of human Bloom syndrome helicase BLM; 350,000 compounds, 0.2% hits; recombinant BLM DNA unwinding, fluorescence dequenching; P54132; Potency, µM (titrated, usually from 56.1 µM), for inactives: top-dose activity change, negative = inhibition, most hits filed as inhibitors;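 note: plate controls were vehicle for no effect and no enzyme for full effect; nearly all actives have a fitted effect of over 35% in size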
# * = called active by the depositor; i = inactive; ? = inconclusive; / = not tested or not shown; & = joins results of further samples; [ ] = dose if it differs, or a comment. Unless noted, calls come from the whole dose curve; as a rule, active = well fitted curve in the direction sought with a large enough effect; inconclusive = small, poorly fitted or top-dose-only effect, or another doubt; inactive = no such curve, though single readings can be large; an effect the other way counts as inactive or inconclusive. Potency is the fitted concentration of half-maximal effect. A portion of the library (hit frequency here may not be typical).
SMILES,HP1b chromo inh,G9a block,BAZ2B inh,POLI inh,GLS inhibitor,Tb PGK inh,JMJD2A Tudor inh,Pin1 inhibitor,BLM helicase inh
COc1ccc(NC(=O)CN(C)CC(=O)Nc2sc3c(c2C#N)CCC3)cc1,18%,15%[59 µM],19%,?,17%,0%,-36%,10%,/
Cc1cccc(OCC(=O)N2CCC(c3ccccc3)C2)c1 (configuration not stated),11%,-4%[12.7 µM],1%,?,-3%,-1%,4%,3%,-5%
CN(C)CCCN(C(=O)c1cc2ccccc2oc1=O)c1nc2c(F)cccc2s1,28%,-17%,8%,17%,-4%,-12%,-15%,5%,2%
Cc1ccc(-c2cc(-c3ccccc3)nc(NN)n2)cc1,19%,20%,-11%,15%,12%,3%,?,1%,2%
Cc1ccc(S(=O)(=O)N2[C@@H](c3ccc(F)cc3)C(C(=O)O)=CC[C@H]2c2cccs2)cc1,36%,13%[2.33 µM],1%,7%,14%,-3%,-7%,11%,/
CC1(C)Cc2c(cnn2-c2ccccc2)C(NC(=O)C2(C(N)=O)CC2)C1 (configuration not stated),21%,33%,-8%,16%,-1%,2%,-7%,1%,-1%
O=C(CNC(=O)c1ccc(Cl)cc1)OCCN1C(=O)c2ccccc2C1=O,22%,15%[59 µM],-2%,16%,-2%,i,-11%,6%,/
CCNc1nc(NCC)n2c(SCC(=O)N(CC)C3CCCCC3)nnc2n1,5%,10%[59 µM],1%,159%[activator],3%,1%,-6%,1%,0%
CCOc1ccc(C(=O)N2CCN(CCc3ccccc3)CC2)cc1OCC,37%,?,-34%,109%[activator],-3%,0%,-12%,4%,-4%
CCc1c(O)cc2n(c1=O)-c1ccccc1C2(C)C,20%,15%[59 µM],9%,5%,2%,-2%,-1%,-1%,4%
CCCCN(CC)C(=O)C1CCCN(c2ncnc3c2nc2n3CCCCC2)C1 (configuration not stated),10%,5%[59 µM],2%,6%,-3%,i,-13%,-9%,1%
Nc1ccc(NC(=O)c2ccccc2)c2c1C(=O)c1ccccc1C2=O,2%,?,-29%,?,-2%,-10%,?,1%,-5%
CCOC(=O)N1CCN(C(=O)C2CCC(=O)N2C(C)C)CC1 (configuration not stated),6%,-23%,-21%,-3%[58.9 µM],-1%,-1%,-9%,3%,0%
COCCCNC(=O)CCC(=O)Nc1ccc2nc(N3CCOCC3)cc(C)c2c1,28%,6%,2%,33%[activator],-3%,-3%,-5%,?,1%
CC1(C)CC2CC(C)(CN2C(=O)CN2C(=O)c3ccccc3C2=O)C1 (configuration not stated),25%,4%[12.7 µM],-5%,11%,9%,-5%,-7%,-3%,-2%
Cc1cccc(OCCSc2nc3c([nH]2)c(=N)ncn3Cc2ccccc2)c1,27%,12%[59 µM],-4%,5%,2%,2%,-3%,3%,-11%
COc1cc(C)nc(N(Cc2ccccc2)S(=O)(=O)c2ccc(C)cc2)n1,91%[activator],50%[12.7 µM],7%,-2%,-11%,-1%,10%,0%,-11%
c1ccc(NCCCNc2ccccc2)cc1,-32%,?,50µM*,-4%,28%,-4%,?,-9%,-4%
COC(=O)c1ccccc1NC(=O)c1ccc2c(c1)OCCO2,94%[activator],12%[59 µM],21%,1%,7%,5%,14%,?,-3%
O=C(Nc1cccc(Cl)c1)N1CCN(C2c3ccccc3-c3ccccc32)CC1,12%,11%[59 µM],1%,5%,-11%,-3%,-17%,0%,-8%
CCCC(NCC(=O)Nc1ccccc1C(=O)NC1CC1)c1ccccc1 (configuration not stated),15%,-2%,-4%,20%,0%,i,-14%,0%,/
CCN(CC)c1ncnc2sc3c(c12)CCC3,33%,40µM*,-7%,15%,-2%,-7%,10%,0%,-2%
NC(=O)C1=C[C@@H](c2ccccc2)C[C@@H](OCCCCO)O1,54%[activator],/,/,17%,4%,i,-6%,-4%,/
CCN1C(=C(C#N)C#N)C=Cc2ccccc21,17%,-5%,-10%,7%,2%,-9%,-19%,2%,-4%
COc1cccc(/C(N)=N/OC(=O)Cc2ccccc2[N+](=O)[O-])c1,44%[activator],?,-28%,-6%,-9%,-10%,-25%,0%,-6%
COc1ccc(CCNC(=O)c2ccc(Cn3c(=O)c4ccccc4n(Cc4cc(C)ccc4C)c3=O)cc2)cc1OC,32%,6%[59 µM],1%,15%,-1%,-2%,3%,0%,-4%
CCCCC(CC)C1OCC(CN2CCCC2)O1 (configuration not stated),20%,-5%[59 µM],-5%,16%,-1%,i,10%,0%,-1%
C(=N\N=C\c1cccs1)/c1cccs1,7%,-19%,-25%,105%[activator],-6%,4%,-24%,1%,-5%
O=C1C2C3C=CC(C4CC34)C2C(=O)N1/N=C/c1ccc(-c2ccc(F)cc2[N+](=O)[O-])o1 (configuration not stated),-24%,8.9µM*,?,30%[activator],10%,3%,?,-4%,-10%
O=C(CN1C(=O)/C(=C/c2cccc(Br)c2)SC1=S)N1CCCC1,41%[activator],4%[59 µM],-30%,142%[activator],-6%,i,3%,-4%,-4%
CN1CCN(c2ccc(NC(=O)c3ccc(Cl)cc3)cn2)CC1,9%,?,-26%,65%[activator],6%,i,-6%,-3%,-1%
COc1ccc(-c2nc3scc(-c4ccccc4)n3n2)cc1,18%,-10%[12.7 µM],-5%,3%,11%,-4%,-21%,-2%,-1%
COc1cccc(CNC(=O)c2cc(-c3cccs3)nc3ccccc23)c1,28%,-6%[59 µM],6%,14%,2%,2%,3%,5%,-4%
COC(=O)c1ccccc1NC(=O)C1CCCN(c2ncnc3onc(C)c23)C1 (configuration not stated),?,7%[59 µM],9%[57.1 µM],8%,2%,-22%,0%,-10%,3%
CCCCCn1c(=O)c2c(nc3n2CCN3c2ccc(Br)cc2)n(C)c1=O,18%,?,?,4%,-2%,i,-33%,-2%,-2%
Cc1oc(-c2ccccc2Cl)nc1CSCC(=O)N1CCCC1,19%,2%[59 µM],12%,26%,8%,-3%,25%,-2%,2%
CC(NC(=O)CCN1C(=O)c2ccccc2S1(=O)=O)c1ccccc1 (configuration not stated),-1%,15%,-1%,28%,-1%,-8%,-11%,4%,/
CCN(CC(=O)Nc1cccc(C(C)=O)c1)S(=O)(=O)c1ccccc1,18%,/,6%,5%,0%,i,2%,-1%,-8%
COc1ccc(/C=N/NC(=O)c2cccc(NC(=O)c3ccccc3Cl)c2)cc1,-11%,9%,-2%,29%,0%,i,-12%,-3%,1%
COCCN1C(=O)/C(=C/c2ccc(Oc3ccc([N+](=O)[O-])cn3)c(OC)c2)SC1=Nc1ccccc1,-19%,-1%[59 µM],-5%,9%,0%,-7%,?,-4%,1%

# Ordered by length of the SMILES (ascending): some entries from above
SMILES,HP1b chromo inh,G9a block,BAZ2B inh,POLI inh,GLS inhibitor,Tb PGK inh,JMJD2A Tudor inh,Pin1 inhibitor,BLM helicase inh
CCCCC(CC)C1OCC(CN2CCCC2)O1 (configuration not stated),20%,-5%[59 µM],-5%,16%,-1%,i,10%,0%,-1%
CCN(CC)c1ncnc2sc3c(c12)CCC3,33%,40µM*,-7%,15%,-2%,-7%,10%,0%,-2%
Cc1oc(-c2ccccc2Cl)nc1CSCC(=O)N1CCCC1,19%,2%[59 µM],12%,26%,8%,-3%,25%,-2%,2%
CCCCCn1c(=O)c2c(nc3n2CCN3c2ccc(Br)cc2)n(C)c1=O,18%,?,?,4%,-2%,i,-33%,-2%,-2%

# (more compounds)
SMILES,HP1b chromo inh,G9a block,BAZ2B inh,POLI inh,GLS inhibitor,Tb PGK inh,JMJD2A Tudor inh,Pin1 inhibitor,BLM helicase inh
COc1ccc(C(=O)/C=C/c2ccc(OC)cc2OC)c(O)c1,-19%,?,?,0%,6%,3%,18µM*,-3%,-6%
O=C(NNC(=S)Nc1ccccc1C(F)(F)F)c1cccnc1,28%,5%,-30%,57%[activator],57%[activator],-9%,-3%,-7%,-1%
COc1ccc(N(C(=O)Cn2nnc(-c3ccc(F)cc3)n2)C(C)C(=O)NC2CCCC2)cc1OC (configuration not stated),20%,0%,0%,111%[activator],6%,4%,-13%,1%,0%
COc1ccc(C2=NS(=O)(=O)N(C)C(C(=O)NC3CCCC3)=C2)cc1,30%,8%,-1%,-19%,-4%,-5%,-19%,-4%,-1%
COc1cccc2c1cc1c(=O)n(CC(=O)NCCCN3CCN(C)CC3)nc(C)n12,30%&30%,33%[activator],-9%&0%,-7%&20%,-1%&-2%,2%&3%,-12%&-11%,5%&-2%,6%&-10%
CSc1ccccc1NC(=O)CCS(=O)(=O)c1nc(-c2ccc3c(c2)OCO3)cc(C(F)(F)F)n1,68%[activator],?,0%,?,0%,-2%,-13%,?,0%
O=C(Nc1ccc(Cl)cc1)Nc1ccc(C(=O)N2CCOCC2)cc1,34%[activator],10%,-2%,53%[activator],-4%,0%,-2%,-10%,2%
Oc1ccc(/C=N/NC(=S)NCC2CCCO2)cc1 (configuration not stated),50%,65%[activator][59 µM],6%,-7%,35%[activator],2%,8%,-6%,-2%
Cc1ccc(C)c(NC(=O)C2C3C=CC(O3)C2C(=O)O)c1 (configuration not stated),35%[activator],45µM*,-12%,129%[activator],6%,-3%,-22%,0%,0%
Cc1noc(C)c1COc1ccc(C(=O)OCC(=O)N2CC(=O)Nc3ccccc32)cc1,1%,-2%[12.7 µM],10%,-8%,-1%,-9%,-11%,-1%,-1%
CC(C)(C)NC(=O)COc1ccc(S(=O)(=O)N2CCCC2)cc1,17%,7%[0.501 µM],10%,20%,-2%,i,-12%,-7%,-1%
O=C(COC(=O)/C=C/c1cccc(C(F)(F)F)c1)NC(=O)NCc1ccccc1,17%,6%,-1%,37%[activator],1%,-4%,-9%,-1%,/
COC(=O)[C@@H](NCc1ccc(OC)c(B(O)O)c1)C(C)C,14%,/,/,8%,-11%,1%,-11%,-3%,/
Cc1ccccc1OCCC(=O)Nc1ccc(Cl)cc1F,73%[activator],93%[activator],37%,8%,-1%,-4%,8%,-2%,3%
CCn1c(C)nnc1SCC(=O)Nc1ccc(Cl)cc1,24%,/,9%,18%,-5%,i,-10%,-7%,2%

# Assay outcomes from PubChem BioAssay.
